High-throughput results deposited in PubChem by several laboratories.
Redox H2O2 prof: compounds producing H2O2 with reducing agent – biochemical, NIH compound library profiling, artefact control for MLSCN library redox annotation, primary screen; AID 878; DTT-dependent redox cycling H2O2, phenol red/HRP absorbance; 100% = 100 µM peroxide control, 0% = buffer; activation, % at 10 µM; 0.03% of 200,000 active;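 active = activation of at least 50% relative to the plate's high and low controls in the primary single-dose screen; inactive = activation below 50%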;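 also: compound incubated with DTT at 0.8 mM final as the reducing agent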
Efa HMGR inh: E. faecalis class II HMG-CoA reductase inhibition. purified E. faecalis HMGR, NADPH absorbance 340 nm kinetic. inhibition, % at 10 µM. 0.41% of 190,000 active;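 active = inhibition above a set limit, the median over all tested compounds plus 3 SD, cut at about 9.5% in these data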;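 also: enzyme runs in reverse so mevalonate oxidation gives rising NADPH absorbance; 0% = complete reaction with DMSO and 100% = background rate lacking mevalonate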
RAM inhibit: inhibitors of the yeast RAM network. S. cerevisiae dse1pr::URA3 reporter, 5-FOA growth OD615, 2 d; analog-sensitive cbk1-as2 kinase mutant strain. inhibition, % at 50 µM. 1.8% of 190,000 active. AID 868;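 active = inhibition above a set limit, 3 SD over mean compound inhibition, cut at about 8.4% in these data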;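 also: 0% = DMSO-only wells with no growth and 100% = 10 µM 1-NA-PP1 full growth; inhibition rescues growth on 5-FOA so higher OD means more RAM inhibition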
PMI act hi M6P: activators of human phosphomannose isomerase at near-saturating mannose 6-phosphate; 0.34% of 190,000 active; activation factor at 20 µM; P34949; coupled PMI enzyme assay, resazurin fluorescence, 20 min; hits give high values; 1 = untreated enzyme, 0 = substrate-free blank;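 active = activation factor of 2 or more at 20 µM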
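test system = human PMI in coupled enzyme assay | medium = HEPES-buffered pH 7.4 with magnesium and detergent | also added = 1.0 mM mannose-6-phosphate substrate with 0.22 mM NADP+ | compound = 20 µM single dose | times = 20 min incubation at room temperature | measured by = resorufin fluorescence (Ex 544/Em 590 nm) from resazurin via diaphorase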
Hsp70 act: Hsp70 transcriptional activation, primary screen; 0.04% of 200,000 active; HeLa Hsp70 promoter luciferase reporter, luminescence; scaled: vehicle 0, proteasome-inhibitor control 100%; AID 1203; activation, % at 10 µM;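 active = activation above the mean across all tested compounds plus 3 SD, cutoff set per campaign, cut at about 5.5% in these data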;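 also: 100% = MG132 at 30 µM as the positive control and 0% = DMSO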
Lmaj promast: Leishmania major promastigote growth inhibition; 9% of 200,000 active; inhibition, % at 10 µM; Leishmania major promastigotes, resazurin fluorescence viability; in the data active = inhibition above about 50%;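 also: promastigotes grown with compound for 44 hours at 28 °C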
TNAP inh hi DEA: blocks human TNAP under high phosphate acceptor concentration; P05186; inhibition, % at 20 µM; 0.03% of 200,000 active; purified TNAP, CDP-star luminescence, 1 M DEA;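 active = over 50% inhibition of tissue-nonspecific alkaline phosphatase at 20 µM in the single-dose screen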;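 also: plate controls were DMSO wells for no effect and EDTA-quenched wells as full inhibition for full effect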
Target sequence (P05186 whole entry, looked up): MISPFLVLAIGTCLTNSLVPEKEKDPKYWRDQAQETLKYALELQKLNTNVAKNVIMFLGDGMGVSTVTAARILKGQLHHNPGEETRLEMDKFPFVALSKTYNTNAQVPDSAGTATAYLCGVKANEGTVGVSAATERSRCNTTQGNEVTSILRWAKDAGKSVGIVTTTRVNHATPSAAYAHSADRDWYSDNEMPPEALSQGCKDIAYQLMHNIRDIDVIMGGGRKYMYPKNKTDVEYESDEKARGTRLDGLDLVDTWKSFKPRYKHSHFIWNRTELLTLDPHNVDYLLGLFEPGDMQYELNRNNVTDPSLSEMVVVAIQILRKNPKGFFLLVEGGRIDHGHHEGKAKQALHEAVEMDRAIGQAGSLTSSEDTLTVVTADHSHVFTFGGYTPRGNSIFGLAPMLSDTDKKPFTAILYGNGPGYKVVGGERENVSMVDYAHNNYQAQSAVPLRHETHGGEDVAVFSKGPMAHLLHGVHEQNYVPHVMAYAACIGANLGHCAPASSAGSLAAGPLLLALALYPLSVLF
PMI act: phosphomannose isomerase (human) activation | purified human PMI, coupled resazurin fluorescence, 20 min; hits give high values; 1 = vehicle control, 0 substrate-free wells | AID 1214 | 0.005% of 190,000 active | activation factor at 20 µM;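 active = activation factor of 2 or more at 20 µM, relative to plate controls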
S1P3 antag: antagonists of human S1P3 receptor | 0.27% of 170,000 active | inhibition, % at 4.98 µM | CHO S1P3 NFAT-BLA reporter, FRET fluorescence, antagonist mode | Q99500;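 active = inhibition above the plate cutoff, the mean inhibition of test wells on that plate plus 3 SD, cut at about 28% in these data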;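 also: cells challenged with S1P at its EC80 of 0.8 µM; blue over green emission ratio from cleaved BLA substrate after 4 h stimulation; 0% = S1P-stimulated wells and 100% = unstimulated DMSO-only wells; some compounds past the cut are filed as inactive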
Target sequence (Q99500 whole entry, looked up): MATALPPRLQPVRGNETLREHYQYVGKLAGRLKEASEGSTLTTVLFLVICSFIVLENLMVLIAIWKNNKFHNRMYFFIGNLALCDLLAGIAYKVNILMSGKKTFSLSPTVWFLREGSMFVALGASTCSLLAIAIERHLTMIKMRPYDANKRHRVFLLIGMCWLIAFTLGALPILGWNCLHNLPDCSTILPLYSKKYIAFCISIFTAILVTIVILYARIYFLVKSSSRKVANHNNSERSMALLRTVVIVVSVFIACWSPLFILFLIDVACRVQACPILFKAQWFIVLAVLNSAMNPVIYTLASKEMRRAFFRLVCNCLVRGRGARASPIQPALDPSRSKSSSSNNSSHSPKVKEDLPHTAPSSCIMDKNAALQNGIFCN
TNAP inh noacc: inhibitors of human TNAP without phosphate acceptor | P05186 | purified TNAP, CDP-star luminescence, 30 min | inhibition, % at 20 µM | 0.26% of 200,000 active | AID 1012;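 active = tissue-nonspecific alkaline phosphatase inhibition above about 50% at 20 µM in the single-dose screen, limit read from the data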;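 also: 0% = DMSO negative control and 100% = EDTA positive control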
Active calls of the source: *; / = no result given.

Molecule,Redox H2O2 prof,Efa HMGR inh,RAM inhibit,PMI act hi M6P,Hsp70 act,Lmaj promast,TNAP inh hi DEA,PMI act,S1P3 antag,TNAP inh noacc
CCOC(=O)Cc1csc(NC(=O)Nc2cccc(Cl)c2)n1,-0.6,0,5.1,1,0.1,25,-4,1,2,-6
O=c1[nH]c2ccc(Cl)cc2c(O)c1Cc1ccccc1,-0.6,-6,3.6,1,-0.5,-5,-6,0.9,-13,-8
Cc1nc2ccccc2c(=O)n1NCc1cc(Br)cs1,-0.5,3,3.1,1,0.0,-3,0,1,-13,5
CCOC(=O)C1=C(C)N(CC(C)C)C(=O)C1,-0.7,4,3.5,0.9,-0.2,-7,-6,0.9,-8,-11
CN(C)c1nc(NCc2ccccc2)nc(N/N=C/c2ccccc2F)n1,7.1,0,-0.6,/,-0.3,11,-1,/,4,-4
CC(C)C(=O)Nc1ccc(C(=O)NNC(=O)c2ccco2)cc1,-3.8,3,-0.6,1.1,-0.1,6,7,1,/,5
O=C(c1ccccc1)N1N=C(c2ccccc2)CC1c1ccccc1O (stereo unspecified),-0.4,1,5.6,1,0.1,40,2,0.9,-4,-3
C=CCn1c(CCNC(=O)c2cccs2)nnc1SCC(=O)c1ccc(Cl)cc1,0.3,-2,0.8,1,-0.2,0,-5,1,/,-11
C=CCCCCCCCC(=O)OC,-0.4,-8,0.6,1,-0.1,-9,-4,1,-4,-8
Cc1cc(C)cc(-c2nnc(SCc3ccc(C(=O)O)cc3)o2)c1,-0.6,-5,4.8,/,-0.2,4,-4,/,-4,-9
COc1ccc(N2CCN(C(CNC(=O)C(=O)NCc3cccs3)c3ccco3)CC2)cc1 (stereo unspecified),-1.4,3,0.5,0.9,-0.1,6,-7,0.9,-13,-7
COc1ccc(CCn2c(C)ccc2C)cc1OC,2.2,0,0.5,0.8,-0.3,-4,-6,1,/,-12
O=C(N/C(=C/c1cccs1)C(=O)N1CCOCC1)c1ccccc1,0.3,5,2.8,1,-0.2,-5,6,1.1,3,-1
Cc1cccc(C(=O)c2cnc3ccccc3c2-c2ccccc2)c1,0.9,4,9.9*,1,-0.2,21,-4,1,/,-1
CCS(=O)(=O)NCCc1cc2cc(C)c(C)cc2[nH]c1=O,2.0,-2,1.1,1,-0.1,1,1,1,-19,-7
CC(=O)N1CCc2cc(S(=O)(=O)NCCC(=O)NCCc3ccccc3)ccc21,-2.5,-7,-0.9,0.9,0.0,-6,-4,0.9,13,-8
CN(C)/N=C/c1ccc(N2CCOCC2)cc1,-1.3,2,-0.2,1,0.0,-5,-4,1.1,-19,-12
COc1ccc2c(CC(=O)Nc3nccs3)coc2c1,-0.3,-2,3.2,0.8,-0.2,2,-4,1,-12,-11
O=C(N/N=C/c1cccs1)C1COc2ccccc2O1 (stereo unspecified),-1.0,-1,0.3,1.1,0.1,-2,-6,1.1,/,-14
CCCn1nc(NC(=O)c2ccco2)c2cc3ccc(C)cc3nc21,/,/,/,1,/,/,-5,0.9,-14,-13
O=C1CC(=C2c3ccccc3-c3ccccc32)C(=O)N1CCCCN1CCN(c2ccccc2)CC1,-0.4,3,4.9,2.1*,-0.1,99*,0,1.5,/,-7
Cc1noc2ncc(C(=O)c3cc(F)ccc3O)cc12,-1.0,-3,0.3,1,-0.1,-2,1,1.1,/,-10
CCC(C)OC(=O)C1=C(C)O[C@]23OC(N)=C(C#N)[C@]12C(=O)c1ccccc13 (stereo partly specified),0.2,-14,1.4,0.7,-0.4,1,2,0.8,/,-1
COc1cc(/C=N/Nc2nc(=O)[nH]nc2C)cc(OC)c1O,-1.2,0,0.0,0.8,0.0,-4,14,0.8,7,-73
COc1ccc(OC)c(-n2c(SCC(=O)N3CCc4ccccc43)nc3c(c2=O)SCC3)c1,0.4,2,2.7,0.9,-0.3,22,-6,0.9,16,-10
CCN(CC)S(=O)(=O)c1cc(NC(=O)c2ccc(Br)s2)ccc1C,-0.2,-2,1.1,0.9,0.3,5,-4,0.9,4,-6
CC(=O)OC(C(=O)NC1CCCCC1)c1ccc(Cl)c(Cl)c1 (stereo unspecified),-0.8,-11,0.6,1,-0.2,16,-1,1,-4,-8
Cc1ccc(/C=N/NC(=O)c2ccc(C(=O)N/N=C/c3ccc(C)s3)o2)s1,1.3,-2,10*,1.1,0.2,-2,-1,1,/,-5
CN(C(=O)CSc1nncc2ccccc12)C1CCCCC1,0.4,4,0.7,0.9,0.3,1,-2,1,-3,-7
CC1CCC(C(=O)NC(C(=O)NCc2ccccn2)C(C)C)CC1 (stereo unspecified),0.1,2,1.9,1,-0.2,-2,-10,1,/,-16
O=C1c2ccccc2C(=O)C12OC(c1ccccc1)C1(C(=O)c3ccccc3C1=O)C2c1ccc([N+](=O)[O-])cc1 (stereo unspecified),0.4,-4,3.8,/,-0.3,-10,/,/,/,/
Cc1ccc(-c2[nH]nc(N)c2N=Nc2cccc(Cl)c2C)cc1,-2.9,5,5.1,1,0.0,23,6,1,/,-3
COc1cc(OC)cc(C(=O)N[C@H](C(=O)OCC(=O)Nc2cccc(F)c2)C(C)C)c1,-0.3,-2,2.6,0.9,-0.2,11,-3,0.9,-15,-2
CCN1CCN(C(=O)c2ccccc2N(Cc2ccccc2)S(=O)(=O)c2ccc(C)cc2)CC1,0.8,-1,0.6,1.1,0.0,98*,-4,1.1,/,-18
CCOC(=O)N1CCN(c2ncnc3c2cnn3-c2ccc(Cl)cc2)CC1,2.5,0,4.7,1.4,-0.1,-3,0,1.3,13,-9
CN(CC(=O)NC1CCCc2ccccc21)S(=O)(=O)c1cccs1 (stereo unspecified),-0.2,5,-0.4,0.9,0.2,4,-2,0.9,11,-19
CCOc1ccccc1NC(=O)CCN(c1ccc(C)cc1)S(=O)(=O)c1ccccc1,0.9,-3,9.2*,0.9,-0.3,81*,-5,0.8,4,-22
N/C(=N\OC(=O)c1ccc(Cl)c([N+](=O)[O-])c1)c1ccccn1,-0.4,-6,3.1,1,-0.3,-2,-3,1,9,-8
O=C(Cn1nc(Cc2cccnc2)c2ccccc2c1=O)N1CCN(C(=O)c2ccco2)CC1,-1.1,1,-0.3,1.1,-0.1,73*,-8,1.2,-4,3
O=C(c1ccc(Cl)c([N+](=O)[O-])c1)N1CCN(c2ccccn2)CC1,0.1,-3,0.9,1,-0.1,-9,1,1.1,5,-14
COC(=O)C1=C(C)NC=C([N+](=O)[O-])C1c1ccc(OC)cc1 (stereo unspecified),0.0,5,1.8,0.6,-0.2,1,17,0.8,-4,18
Cc1cc(NC(=O)COc2cccnc2[N+](=O)[O-])no1,0.3,-2,0.1,1,-0.2,-5,-5,1,-5,-8
O=C(Nc1ccc(F)cc1)C1=CC(=O)N2CCN=C2S1,0.0,-3,0.3,1.6,-0.3,-5,-6,1.2,-4,-23
COc1ccc(NS(=O)(=O)c2cc(N/C(=N\S(=O)(=O)c3ccccc3)c3ccc(F)cc3)ccc2Cl)cc1,0.2,-10,6.6,1,-0.1,76*,-5,1,3,-10
CN(CC(=O)Nc1ccc2c(c1)CCC2)CC(=O)Nc1ccccc1Br,-0.7,-7,-0.9,1,-0.1,7,0,1,4,-11
CCCCCn1c(CNC(=O)c2cccs2)nc2ccccc21,-0.6,4,1.0,1,-0.1,11,-4,1,/,-7
CCCC1=Nc2cc(C(=O)NCCCOCC)ccc2Sc2ccccc21,-4.1,1,4.0,0.9,-0.2,18,-5,1.1,/,3
COc1ccc(N2CCN(CCCNC(=S)Nc3c(C)cccc3C)CC2)cc1,-0.5,-6,0.0,1,-0.2,3,-4,1,-3,-16
CCOC(=O)C(Cc1ccc(NC(=O)/C(=C\c2ccccc2)NC(=O)c2ccccc2)cc1)N1C(=O)c2ccccc2C1=O (stereo unspecified),-0.3,2,7.7,1.1,-0.3,-3,0,1,-2,-10
Cc1cccc2cc(CN(Cc3ccco3)C(=O)NC3CCCCC3)c(=O)[nH]c12,0.5,2,3.0,0.9,-0.5,-12,1,0.9,-18,-3
O=C(NCc1ccccc1)C(=O)NCC1OCCN1S(=O)(=O)c1ccc2c(c1)OCCO2 (stereo unspecified),0.1,0,0.6,1,-0.2,-9,-5,1.1,15,0
CC1(C(=O)NCC2CCCO2)Oc2cccnc2NC1=O (stereo unspecified),-1.1,2,-0.9,1,-0.1,9,-3,0.9,-3,-4
Cc1cc(NC(=O)CCC(=O)N(Cc2ccco2)C(C(=O)NC2CCCCC2)c2cccs2)no1 (stereo unspecified),0.6,-2,0.8,1.1,-0.2,-2,-5,1,2,-10
Cc1onc(-c2ccccc2)c1C(=O)Nc1cc(C(F)(F)F)ccc1N1CCOCC1,2.2,1,1.9,0.8,0.2,24,-5,0.8,5,-5
O=C(NCCN1CCOCC1)c1cc2sccc2n1Cc1ccc(Cl)cc1,0.2,0,-0.1,1,0.0,7,-2,1,-10,-3
c1ccc(-c2ccccc2OCCCN2CCCC2)cc1,-0.4,3,0.1,1.3,-0.2,48,-2,1.2,1,-6
O=c1cc(-c2ccccc2)nc2nc(SCc3ccccc3)[nH]n12,-3.6,-1,7.2,1.1,0.0,-1,-7,1,-25,2
CCOc1ccc(N(CC(=O)NC2CCCC2)C(=O)CCC(=O)Nc2ccccn2)cc1,-0.2,-1,3.7,1,-0.2,-6,-8,1,1,-16
Cc1ccccc1-n1c(C)nnc1SCC(=O)N1CC(=O)Nc2ccccc21,-1.6,-4,1.1,1,0.3,-7,-10,1,0,0
Cc1ccc(S(=O)(=O)N(Cc2cc3cccc(C)c3[nH]c2=O)c2ccccc2)cc1,-0.5,-3,3.4,0.9,-0.4,-2,4,0.9,8,7

Following part
Molecule,Redox H2O2 prof,Efa HMGR inh,RAM inhibit,PMI act hi M6P,Hsp70 act,Lmaj promast,TNAP inh hi DEA,PMI act,S1P3 antag,TNAP inh noacc
Nc1nc(/C=C/c2ccc(F)cc2)nc(-c2ccccc2O)n1,0.1,-1,1.0,1,-0.2,36,-4,1,-11,-10
Cc1c(Cl)cccc1N1C(=O)CC(N(O)c2ccccc2)C1=O (stereo unspecified),-0.4,-3,2.5,0.9,0.0,-8,0,0.9,4,-20
S=C(NCCc1ccccc1)N1CCc2ccccc2C1,0.1,2,1.8,1,-0.2,78*,-5,1,-17,-12
O=C(NCC1CCCO1)c1ccc(Oc2ccc([N+](=O)[O-])cc2Cl)cc1 (stereo unspecified),-3.7,-6,0.6,1.1,-0.5,9,-2,1,-15,-8
